DNMT1 block – blocks human DNA methyltransferase DNMT1; DNMT1 molecular beacon, Hinp1I cleavage, fluorescence; inhibition (reported as % activation of signal), % at 10 µM; 360,000 tested, 0.83% active; AID 588458; in the data active = inhibition above about 50%
Scp-1 inhibitor – inhibitors of human Scp-1 phosphatase | Q9GZU7 | Recombinant Scp1, phosphopeptide, malachite green phosphate absorbance | inhibition, % at 20 µM | 340,000 tested, 0.88% active | AID 493091;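 active = inhibition above about 50% at 20 µM, limit read from the data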;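 also: plate controls were DMSO wells with enzyme for no effect and wells lacking enzyme for full effect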
Target sequence (Q9GZU7 76-261 limits assumed): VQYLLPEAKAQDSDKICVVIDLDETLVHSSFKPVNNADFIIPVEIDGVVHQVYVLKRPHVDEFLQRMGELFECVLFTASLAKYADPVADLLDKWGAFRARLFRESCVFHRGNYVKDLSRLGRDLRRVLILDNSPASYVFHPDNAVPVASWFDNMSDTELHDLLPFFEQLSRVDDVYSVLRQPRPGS
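System: truncated SCP-1 phosphatase (76-261aa); medium: Tris acetate buffer pH 5.5 with MgCl2 and Tween-20; incubation: 45 min room-temperature reaction, 5 min colour, 30 min stabiliser; compound: single 20 µM dose, 1% DMSO; reagent: Phosphorylated 17-residue peptide substrate; read-out: % inhibition at 20 µM; technique: colorimetric free-phosphate detection, absorbance 630 nm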
CendR NRP1 mod – alters CendR peptide binding to human NRP-1; FAM-RPARPAR peptide binding to NRP-1, fluorescence polarization; inhibition, % at 25 µM; 360,000 tested, 0.85% active; O14786;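 active = inhibition or corrected inhibition above about 18%, plus a signal ratio from 0.5 to 1.5, limit read from the data, passing the limit was not always enough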; also: strong numbers were not always called active
Neddylation inh – blocks human cullin neddylation | calls only at 25 µM | TR-FRET cullin neddylation, biochemical | 360,000 tested, 0.58% active | P61081+Q13564 | AID 651699; in the data active = inhibition above about 36%
Target sequence (P61081 whole entry, looked up): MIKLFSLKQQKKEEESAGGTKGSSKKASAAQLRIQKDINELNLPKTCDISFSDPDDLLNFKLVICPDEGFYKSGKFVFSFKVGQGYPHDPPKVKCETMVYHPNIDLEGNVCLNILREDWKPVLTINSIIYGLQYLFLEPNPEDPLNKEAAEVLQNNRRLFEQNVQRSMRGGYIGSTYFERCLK
Target sequence (Q13564 whole entry, looked up): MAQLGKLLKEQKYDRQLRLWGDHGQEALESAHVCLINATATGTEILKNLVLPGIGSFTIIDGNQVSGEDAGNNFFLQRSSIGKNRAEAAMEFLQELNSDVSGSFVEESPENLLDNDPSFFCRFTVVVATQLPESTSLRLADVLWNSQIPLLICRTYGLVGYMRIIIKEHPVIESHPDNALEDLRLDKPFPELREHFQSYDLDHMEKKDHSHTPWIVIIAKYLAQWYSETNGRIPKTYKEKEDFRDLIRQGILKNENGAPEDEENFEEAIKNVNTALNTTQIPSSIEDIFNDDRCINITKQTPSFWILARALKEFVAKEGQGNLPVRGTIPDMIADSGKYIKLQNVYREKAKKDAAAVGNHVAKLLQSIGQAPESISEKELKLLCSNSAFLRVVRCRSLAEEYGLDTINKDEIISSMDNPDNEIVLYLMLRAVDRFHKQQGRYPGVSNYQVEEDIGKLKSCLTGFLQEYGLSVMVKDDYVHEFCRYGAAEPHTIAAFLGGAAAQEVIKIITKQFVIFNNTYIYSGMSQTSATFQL
LMPTP inh – LMPTP (human) inhibition | P24666 | recombinant LMPTP-A, OMFP fluorogenic substrate, fluorescence intensity | inhibition, % at 20 µM | 360,000 tested, 0.22% active | AID 651560;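 active = compounds that cut the enzyme signal by at least half of the control window in the single-dose screen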;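 also: plate controls were DMSO wells with enzyme plus substrate for no effect and substrate without enzyme for full effect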
Target sequence (P24666 whole entry, looked up): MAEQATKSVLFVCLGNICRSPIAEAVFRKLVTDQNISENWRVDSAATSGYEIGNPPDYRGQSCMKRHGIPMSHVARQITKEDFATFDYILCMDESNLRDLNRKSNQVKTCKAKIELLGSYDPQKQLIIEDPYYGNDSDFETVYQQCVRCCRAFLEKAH
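Test system: LMPTP-A phosphatase enzyme; input: 0.625 nM LMPTP-A final; reagent: OMFP substrate, 400 µM final; compound dosing: 20 µM single dose, 3% DMSO; incubation: 50 min dark incubation at room temperature; measured by: endpoint fluorescence intensity from OMFP dephosphorylation; measure: % inhibition relative to no-enzyme and uninhibited control wells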
SKN-1 inh – blocks SKN-1 activity in C. elegans; inhibition, % at 21.8 µM; AID 624304; 360,000 tested, 0.49% active; C. elegans VP596 Pgst-4::GFP/RFP ratio, acrylamide-induced, 24 h;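 active = interference check ratio from 0.5 to 1.5 plus GFP to RFP signal ratio inhibition reaching or exceeding a fixed threshold, cut at about 30% in these data, passing the limit was not always enough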; also: some compounds called inactive have numbers as strong as hits
TbMetRS inhib – Trypanosoma brucei MetRS inhibition; purified T. brucei MetRS, ATP depletion, Kinase-Glo luminescence; inhibition, % at 11.9 µM; 360,000 tested, 0.4% active;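 active = inhibition above a per-plate cutoff of the control wells' mean inhibition plus 3 SD, cut at about 5.5% in these data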;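 also: 0% = DMSO wells median and 100% = median of wells with control inhibitor compound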
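technique = Kinase-Glo luminescence, ATP depletion format | system = purified MetRS (methionyl-tRNA synthetase) enzyme from Trypanosoma brucei | timing = 15 min preincubation, 2 h reaction, all 25 °C | evaluation = percent inhibition versus plate control medians | dosing = single dose, 11.9 µM final nominal, 0.9% final DMSO | also added = substrates ATP, L-methionine and bulk Escherichia coli tRNA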
STEP inh – inhibitors of human striatal-enriched phosphatase STEP; P54829; recombinant STEP, OMFP fluorogenic substrate, fluorescence; inhibition, % at 20 µM; 360,000 tested, 0.25% active; AID 588621;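 active = inhibition at 20 µM, scaled per plate between control wells, above about 37%, limit read from the data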;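 also: 0% = DMSO with enzyme and substrate and 100% = substrate only without enzyme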
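Assay system: isolated STEP enzyme. Buffer or medium: pH 6.0 Bis-Tris with DTT and Tween 20. Also added: fluorogenic phosphatase substrate OMFP at 25 µM final. Dosing: 20 µM, 1% DMSO. Timing: 20 min reaction, room temperature, in the dark. Measured by: fluorescence intensity, excitation 480 nm, emission 540 nm. Evaluation: normalized % inhibition.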
NadD block – blocks S. aureus nicotinate mononucleotide adenylyltransferase; 360,000 tested, 0.78% active; inhibition, % at 20 µM; AID 602399; purified NadD enzyme, colorimetric absorbance read-out; in the data active = inhibition above about 26%; also: some compounds past the cut are filed as inactive
SUMO1-SIM PPI – modulators of human SUMO1-mediated protein-protein interactions; P63165; SUMO1 binding to a labelled peptide, TR-FRET, 1 h; inhibition, % at 20 µM; 360,000 tested, 0.33% active; in the data active = inhibition above about 37%
Numbers without * were called inactive; i = inactive; nt = no result given.

SMILES	DNMT1 block	Scp-1 inhibitor	CendR NRP1 mod	Neddylation inh	LMPTP inh	SKN-1 inh	TbMetRS inhib	STEP inh	NadD block	SUMO1-SIM PPI
Cc1c(C(=O)N2CCc3ccccc3C2)oc2ccccc12	3	-2	0	i	0.1	-9	-0.6	-4	-6	4
CC(=O)c1cc2c(cc1N(C(=O)c1ccco1)C(C(=O)NC1CCCC1)c1ccccc1F)OCO2 (stereo not drawn)	0	-10	-7	i	1.2	10	-0.2	2	-2	1
CC(=O)N1N=C(c2ccco2)CC1c1ccco1 (stereo not drawn)	12	-10	-17	i	-1.4	-4	2.0	-2	-4	-2
O=C(Nc1cccnc1)c1ccc([N+](=O)[O-])o1	0	-13	-2	i	-0.4	-2	-1.3	-2	-8	-25
COc1ccc(C(=O)N2CCC3(CC2)NCCc2[nH]cnc23)cc1OC	3	-11	2	i	-2.3	7	-0.7	2	-3	1
N#CC(CCc1ccccc1[N+](=O)[O-])(CCc1ccccc1[N+](=O)[O-])C(N)=O	-2	-15	-6	i	-0.4	3	-0.1	-2	-2	-18
COc1ccc(S(=O)(=O)N2CCCCC2)cc1NC(=O)c1cnc(C)cn1	0	-8	7	i	-1.8	11	-0.2	2	0	2
O=C(CN1CCc2ccccc2C1)Nc1ccccc1N1CCCCCC1	3	-8	10	i	7.0	16	-0.3	0	2	-3
COc1nc(C)ccc1-c1noc(-c2ccncc2)n1	5	-6	-4	i	-0.8	13	-0.9	-1	0	-1
O=C(COC(=O)/C=C/c1ccccc1[N+](=O)[O-])Nc1ccc(OCc2ccccc2)cc1	5	-5	-3	i	-1.7	-9	0.0	2	3	0
CC1=NN(c2ccc(C)c(C)c2)C(=O)C1C(c1cccc(O)c1)C1C(=O)N(c2ccc(C)c(C)c2)N=C1C (stereo not drawn)	-20	6	1	i	6.2	7	-1.7	2	37*	11
Cc1ccccc1C(=O)N(C)c1ccccc1C(=O)NCc1ccccc1	0	-4	9	i	-1.6	13	0.0	2	-4	-2
O=C(O)CS(=O)CC(=O)Nc1cccc(C(F)(F)F)c1 (stereo not drawn)	-3	-13	-10	i	-0.9	-8	-0.5	-2	-3	-1
CC1(C(=O)NS(=O)(=O)c2ccc(Cl)cc2)CCN1C(=O)C1CC1 (stereo not drawn)	3	nt	-6	i	-1.2	11	0.4	-3	0	1
COc1cccc(/C=N/NC(=O)C[n+]2ccccc2)c1OC	2	0	9	i	1.3	-1	-0.2	-2	1	-3
CCOC(=O)c1c(C)oc2cc(Sc3ccccc3)c(O)c(O)c12	2	-7	-9	i	2.6	3	-0.1	6	4	-5
CCCCC(=O)N(C)c1c(CC)nc2c(OCCC3CCCCC3)cccn12	5	nt	-3	i	4.8	6	-0.2	3	2	6
Nc1cc(SCc2ccc([N+](=O)[O-])cc2)ncn1	-1	-2	1	i	1.8	17	-0.1	0	-4	-30
CN(C)c1ccc(NC(=S)N2CCN(c3ncc(C(F)(F)F)cc3Cl)CC2)cc1	3	-1	5	i	0.1	-3	0.1	2	-2	5
COc1ccc(-c2nnc(SCc3cccc(C)c3)n2N)cc1	-1	-4	-9	i	-0.9	8	-0.3	-4	2	-2
CCCCCCc1cc2cc(C(=O)OCC)c(=O)oc2cc1O	7	2	2	nt	0.8	-2	-0.9	5	15	-15
NC(=O)C1CCN(c2nc(-c3ccccc3-c3ccccc3)cs2)CC1	-3	3	13	i	-1.4	-8	-0.3	0	-2	5
O=C(NCC1CCCC(CNC(=O)N2CCc3ccccc32)C1)N1CCc2ccccc21 (stereo not drawn)	-11	-9	-6	i	0.8	4	0.9	7	11	-1
CC(C)NC(=S)NN=C1CCC(c2ccccc2)CC1 (stereo not drawn)	6	-8	10	i	0.8	10	0.7	0	3	-4
O=C(NCc1cccs1)C1CCCN1C(=O)Nc1ccccc1[N+](=O)[O-] (stereo not drawn)	4	-6	11	i	0.8	-15	-0.7	-1	-2	-27
COC(=O)/C(C#N)=C/c1ccc(OC(=O)c2ccccn2)cc1	-1	-4	-89	i	0.0	29	-0.4	0	0	-13
C=CCOc1ccc(/C=N/NC(=O)C(C)Sc2ccccn2)cc1OCC (stereo not drawn)	0	-4	3	i	0.6	-5	-0.2	-2	-5	-5
COc1ccc(N=Nc2cc(C)ccc2O)cc1	-1	-15	7	i	2.8	5	-0.9	0	-4	-24
NC(=O)c1cccc(-c2ccnc3c2CC(C(=O)Nc2cccc(C(F)(F)F)c2)O3)c1 (stereo not drawn)	2	nt	-5	i	1.5	7	-0.2	-3	-1	-1
COC(=O)c1ccc(NC(=S)N2CCCC2)cc1	3	-4	9	i	-0.1	0	0.1	1	-8	-5
Cc1ccc(NC(=O)N2N=C(c3ccc(F)cc3)CC2c2ccc(F)cc2)cc1 (stereo not drawn)	1	-10	11	i	3.5	2	-0.3	-1	-5	0
O=C(Nc1ccccc1F)c1ccc(CN2CCc3ccccc3C2)cc1	0	-4	-7	i	-1.1	17	-0.9	0	-4	11
O=C(N[C@@H]1C/C=C\C[C@@H](CC(=O)N(CCO)Cc2ccccc2)C(=O)N[C@@H](c2ccccc2)COC1=O)OCC1c2ccccc2-c2ccccc21	-15	0	-13	i	2.7	11	-0.1	-1	17	-1
Cc1ccc(C)c(NC(=O)CSc2nnc(C3CCCCC3)o2)c1	2	-4	1	i	1.3	4	-0.7	4	-1	5
COCCSc1nnc(NC(=O)c2ccc(NC(=O)C(C)C)cc2)s1	6	-8	6	i	-0.3	5	2.9	-3	-7	2
S=C(Nc1ccc(Cl)cc1)NC1CC2CCC(C1)N2Cc1ccccc1 (stereo not drawn)	-3	-4	-3	i	-0.1	6	-0.2	-2	-3	0
Cc1ccc(C(=O)CSc2cc(C)nc(SCC(=O)c3ccccc3)n2)cc1	-3	-7	1	i	1.8	2	0.4	6	7	1
CC(C)C[C@@H](CN)NC(=O)c1nc[nH]c1C(=O)N[C@@H](C)C(=O)CNC[C@H](C)NC(=O)c1nc[nH]c1C(=O)N[C@@H](CC(C)C)C(=O)O	9	-8	-14	i	-2.6	6	0.3	-2	10	4
Cc1nn(CCC#N)c(NC(=O)c2ccccc2)c1P(=O)(Nc1ccc(Br)cc1)N1CCOCC1 (stereo not drawn)	-1	-3	-3	i	-0.6	6	-1.1	0	-7	1
CCN(CC)S(=O)(=O)c1ccc(C)c(NC(=O)COC(=O)CNC(=O)c2ccc(C(C)(C)C)cc2)c1	-2	-10	-3	i	1.8	9	-0.5	0	-12	3
CCc1ccc(NC(=O)CN(CC(=O)Nc2ccc(CC)cc2)CC(C)O)cc1 (stereo not drawn)	0	-4	3	i	1.8	8	0.4	0	-1	1
N/C(=N\OC(=O)COc1ccccc1)c1ccncc1	-1	-8	2	i	-1.7	-8	-0.1	-2	-1	3
Cc1ccc(OCC(=O)Nc2cc(Cl)ccc2-n2cncn2)c(C)c1	1	nt	-12	i	1.9	8	-0.2	-2	-2	2
CCCOc1ccc(C(C)=O)cc1CC(C(N)=O)C(N)=O	2	-4	-12	i	0.6	-4	0.4	0	-2	1
Cc1ccc(C(=O)NC(Cc2ccccc2C(F)(F)F)C(=O)O)cc1 (stereo not drawn)	0	1	14	i	-2.4	10	-0.2	-3	0	4

Among those listed so far, four contain a CF3 group:
SMILES	DNMT1 block	Scp-1 inhibitor	CendR NRP1 mod	Neddylation inh	LMPTP inh	SKN-1 inh	TbMetRS inhib	STEP inh	NadD block	SUMO1-SIM PPI
O=C(O)CS(=O)CC(=O)Nc1cccc(C(F)(F)F)c1 (stereo not drawn)	-3	-13	-10	i	-0.9	-8	-0.5	-2	-3	-1
CN(C)c1ccc(NC(=S)N2CCN(c3ncc(C(F)(F)F)cc3Cl)CC2)cc1	3	-1	5	i	0.1	-3	0.1	2	-2	5
NC(=O)c1cccc(-c2ccnc3c2CC(C(=O)Nc2cccc(C(F)(F)F)c2)O3)c1 (stereo not drawn)	2	nt	-5	i	1.5	7	-0.2	-3	-1	-1
Cc1ccc(C(=O)NC(Cc2ccccc2C(F)(F)F)C(=O)O)cc1 (stereo not drawn)	0	1	14	i	-2.4	10	-0.2	-3	0	4

(cont.)
SMILES	DNMT1 block	Scp-1 inhibitor	CendR NRP1 mod	Neddylation inh	LMPTP inh	SKN-1 inh	TbMetRS inhib	STEP inh	NadD block	SUMO1-SIM PPI
COc1ccc(N(CC(=O)NCCC2=CCCCC2)S(=O)(=O)c2ccccc2F)cc1	-3	-7	-9	i	1.5	2	0.2	0	-6	4
COc1ccc(C(=O)OCC(=O)Nc2cc(C)on2)c(OC)c1OC	-7	-1	-7	i	-2.1	7	-0.3	-1	-5	-3
N#Cc1c(N)nc2c(c1-c1ccc(F)cc1)c(=O)nc1sccn12	1	-5	-2	i	0.2	-3	-0.1	0	-2	17
CNc1nc(-c2ccc3c(c2)CCN3C(=O)c2cccc(F)c2)cs1	-6	-14	-2	i	3.8	14	-1.7	3	4	-12
Cc1ccc(C(C)C)c(OCC(=O)NC2CCN(C)CC2)c1	0	-4	12	i	-3.8	-15	-0.5	-2	-8	-8
c1ccc(Nc2nc(NCCN3CCOCC3)nc(Nc3ccccc3)n2)cc1	-7	-2	4	i	0.7	9	3.2	-1	-3	4
C#CCSc1nnc(-c2c[nH]c3ccccc23)n1C	0	-1	1	i	-1.5	3	-0.1	2	0	-1
CCOC(=O)C1=C(COC(=O)c2ccccc2OC(F)F)NC(=O)NC1C (stereo not drawn)	2	-4	-3	i	-0.4	21	0.0	2	-3	4
COc1ccc(-c2ccc(OC)c([C@H]3[C@@H]4C=CCC[C@@]4(C)C(=O)N3Cc3ccccc3)c2)cc1OC	-12	-14	10	i	11	3	0.3	3	6	9
Nn1c(Nc2ccc(Cl)cc2)nncc1=O	-1	-6	-5	i	-1.1	-2	0.6	4	-3	0
COc1cc(/C=N/NC(=O)/C(=C\c2ccc3c(c2)OCO3)NC(=O)c2ccccc2)ccc1O	-2	-3	-8	i	-0.6	-2	-0.3	-4	20	-9
CC(=O)Nc1cccc(C(=O)OC2CCOC2=O)c1 (stereo not drawn)	0	-6	10	i	-1.6	-2	0.1	0	-1	3
COc1ccc(C(=O)N2CCN(C3CCN(Cc4ccccc4)CC3)CC2)cc1OC	1	3	-3	i	-1.2	4	-0.9	4	-3	3
CCN(CC)S(=O)(=O)c1ccc(Cl)nc1	1	-7	-7	i	-1.5	-2	0.1	-4	-4	4
O=S(=O)(c1ccc2c(c1)OCCO2)N1C[C@@H]2C[C@H]1CN2S(=O)(=O)c1c(F)cccc1F	-2	-12	10	i	-0.8	13	-0.1	0	-8	5

Assay outcomes from PubChem.
